HEK cytotox: kills HEK 293 cells | HEK 293 viability, ATP luminescence (CellTiter-Glo), 48-72 h | Potency, µM (top dose mostly 115 µM), without a hit: at the highest dose activity change, negative = cytotoxicity, most hits filed as inhibitors | 94,000 compounds, 6.6% hits; further: potency means the concentration at half of the fitted maximal effect; nearly all actives have a fitted effect of over 60% in size
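qHTS cytotoxicity; HEK 293, 250 cells/well; compound pinned; 48 or 72 hr, 37 degree Celsius, 5% CO2, 95% humidity; CellTiter-Glo, 10 min RT; luminescence (ATP).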
GPT2 inh: inhibitors of human GPT2 alanine aminotransferase. Potency, µM (highest dose often 57.7 µM), inactives show at the highest dose activity change, negative = inhibition, actives largely listed as inhibitors. Q8TD30. Recombinant GPT2, coupled pyruvate oxidase/HRP Amplex Red fluorescence. 100,000 compounds, 0.25% hits; further: potency means the concentration at half of the fitted maximal effect; nearly all actives have a fitted effect of over 60% in size; many of its hits are not listed in these tables
Target sequence (Q8TD30 whole entry, looked up): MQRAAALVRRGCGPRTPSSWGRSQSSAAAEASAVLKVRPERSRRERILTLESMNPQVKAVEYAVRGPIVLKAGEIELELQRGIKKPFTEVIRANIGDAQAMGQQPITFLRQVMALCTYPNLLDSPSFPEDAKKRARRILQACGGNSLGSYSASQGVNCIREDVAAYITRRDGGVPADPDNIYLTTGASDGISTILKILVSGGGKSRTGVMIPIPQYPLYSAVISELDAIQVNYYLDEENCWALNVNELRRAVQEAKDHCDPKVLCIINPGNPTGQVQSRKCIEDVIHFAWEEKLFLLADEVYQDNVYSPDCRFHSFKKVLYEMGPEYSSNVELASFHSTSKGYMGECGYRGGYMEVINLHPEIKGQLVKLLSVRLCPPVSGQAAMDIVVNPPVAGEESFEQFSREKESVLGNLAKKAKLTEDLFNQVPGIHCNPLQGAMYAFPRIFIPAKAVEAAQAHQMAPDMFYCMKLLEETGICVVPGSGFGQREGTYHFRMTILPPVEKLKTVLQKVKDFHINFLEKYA
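Fluorescence read-out: pyruvate from GPT2 turnover coupled to pyruvate oxidase, HRP and Amplex Red (0.2mM ThPP, 0.2U/mL PO and HRP, 50uM Amplex final). Substrates 250uM a-KG, 2mM L-alanine; enzyme 10ng/uL; 30 min RT.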
SNCA expr inhib: inhibitors of alpha-synuclein (SNCA) gene expression | HEK-293 SNCA-luciferase knock-in, luminescence, 24 h | 140,000 compounds, 0.17% hits | Potency, µM (highest dose often 57.2 µM), for inactives: at the top dose activity change, negative = inhibition, most hits filed as inhibitors;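 further: potency means the concentration at half of the fitted maximal effect; plate controls were DMSO cells for no effect and cell-free wells for full effect; nearly all actives have a fitted effect of over 45% in size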
NIH3T3 tox: kills NIH 3T3 cells. Potency, µM (top dose mostly 96.7 µM), for inactives: at the highest dose activity change, negative = cytotoxicity, usual class: inhibitors. 94,000 compounds, 4.3% hits. NIH 3T3 viability, CellTiter-Glo ATP luminescence, 48-72 h. AID 1345082; further: potency means the concentration at half of the fitted maximal effect; nearly all actives have a fitted effect of over 55% in size
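Luminescent ATP readout (CellTiter-Glo, 10 min RT) after 48 or 72 hr compound exposure of NIH 3T3 cells seeded at 400 cells/well in 1536-well format; quantitative HTS.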
IP6K1 inhibitor: inhibitors of human IP6K1; IP6K1 kinase, ADP-Glo luminescence, 2 h; stronger effect = lower value; activity change, % (series mostly up to about 58 µM); 140,000 compounds, 0.81% hits; AID 1645851; in the data active means activity change below about -25%
Target sequence (Q92551 whole entry, looked up): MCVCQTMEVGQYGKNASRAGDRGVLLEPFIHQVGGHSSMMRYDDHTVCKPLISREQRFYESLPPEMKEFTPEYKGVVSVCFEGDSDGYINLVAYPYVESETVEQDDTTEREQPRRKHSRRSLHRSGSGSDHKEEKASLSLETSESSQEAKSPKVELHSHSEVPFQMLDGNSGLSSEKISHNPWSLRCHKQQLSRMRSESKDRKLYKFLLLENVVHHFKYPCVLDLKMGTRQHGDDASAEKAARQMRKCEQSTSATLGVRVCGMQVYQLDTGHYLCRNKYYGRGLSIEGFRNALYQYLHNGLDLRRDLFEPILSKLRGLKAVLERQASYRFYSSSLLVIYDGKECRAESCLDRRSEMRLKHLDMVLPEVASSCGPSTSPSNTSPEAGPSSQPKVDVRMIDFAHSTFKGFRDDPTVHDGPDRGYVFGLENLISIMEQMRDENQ
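ADP-Glo luminescence measures ADP made by human IP6K1 during a 2 h RT reaction with ATP/IP6 (mix at 1.3 mM/130 uM); top library doses 57.5 and 19.1 uM final.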
HEK293 viab: counter-screen for SNCA expression inhibitors: cell viability | Potency, µM (doses to about 57.1 µM), for the others: top-dose activity change, negative = cytotoxicity, usual class: cytotoxic | HEK-293-SNCA-luc viability, GF-AFC fluorescence, 24 h | 150,000 compounds, 0.12% hits;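 further: potency means the concentration at half of the fitted maximal effect; 0% = DMSO-treated cells and -100% = medium-only wells without cells; nearly all actives have a fitted effect of over 30% in size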
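Cytotoxicity counterscreen: after 24 h compound treatment of genome-edited SNCA-luciferase HEK-293 cells, live-cell protease substrate GF-AFC read by fluorescence after 30 min; activity scaled between DMSO (0%) and medium-only (-100%), curves Hill-fitted.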
Luciferase inh: inhibitors of firefly (Photinus pyralis) luciferase | P08659 | purified P. pyralis luciferase, luminescence, biochemical | Potency, µM (titrated, usually from 115 µM), for the others: at the highest dose activity change, negative = inhibition, usual class: inhibitors | 76,000 compounds, 2.5% hits | AID 1347043; further: potency means the concentration at half of the fitted maximal effect; nearly all actives have a fitted effect of over 65% in size
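FLuc 10nM, D-luciferin 10uM, ATP 10uM, Mg acetate 10mM, Tris acetate pH 7.5, Tween/BSA; cpd qHTS; enzyme added last; CCD luminescence.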
The depositor's hits bear a star; i = inactive; ? = inconclusive; / = no result given; [ ] = dose if it differs, or a comment. Unless noted, the call rests on the fitted dose curve; in most records, active means well fitted curve in the direction sought with a large enough effect; inconclusive means small, poorly fitted or top-dose-only effect, or another doubt; inactive means no such curve, though single readings can be large; an effect the other way counts as inactive or inconclusive. Unless noted, on the % scale 0 is the no-effect control and ±100 the full control effect. These rows are one share of the data; rates above refer to the full screens.

The line under a structure holds: HEK cytotox, GPT2 inh, SNCA expr inhib, NIH3T3 tox, IP6K1 inhibitor, HEK293 viab, Luciferase inh
> CC(C)OCCCNC(=O)CCCN1C(=O)CCn2nc(-c3cccn3C)cc21
 : /, /, -1.3%, /, -33.9*, 12.2%, /
> O=C(C1CCCN1C(=O)Cc1ccc(F)cc1)N1CCC(c2nc3ccncc3[nH]2)C1 (configuration not stated)
 : -4.2%, -5.6%, -17.3%, -22.9%, 21.2, -10.9%, /
> COc1ccccc1OCc1cc(C(=O)NCc2n[nH]c3c2CCC3)n[nH]1
 : -12.3%, 1.0%, -6.7%, -1.0%, 4.4, 0.8%, -12.1%
> CN1CC2(CCCN(C(=O)c3cn4cc(Cl)ccc4n3)C2)OC1=O (configuration not stated)
 : 0.6%, 1.0%, 22.4%, -15.0%, 15.4, -10.0%, ?
> CN1CCN(c2ccc3ncc(Nc4ccc5c(c4)OCCO5)n3n2)CC1
 : ?, -11.3%[88.5 µM], -23.0%[87.6 µM], ?, 6.6, -6.8%[87.6 µM], 11.0%[172 µM]
> CC(C)CNC(=O)N1CCCC(c2nn[nH]n2)C1 (configuration not stated)
 : i, -3.3%, 12.4%, i, -7.7, -5.1%, -0.3%
> COCCCNC(=O)c1cc(-c2cccnc2)nc2ccc(S(=O)(=O)N3CCC(C)CC3)cc12
 : /, /, 2.8%, /, -17.5, 14.7%, /
> COCc1nncn1C1CCN(C(=O)c2ccc(F)c(F)c2)CC1
 : 6.7%, i, -16.9%, i, 5.4, -0.3%, -9.7%
> O=C1CCN(S(=O)(=O)c2ccccc2)CCCN(C2CCCCC2)CCN1
 : 0.3%, i, 19.4%, -16.9%, 0.0, 1.2%, 6.7%
> O=C1CCN(C(=O)Cc2cccc(F)c2)CCCCCCN1
 : -4.3%, 4.4%, -23.1%, -15.5%, -0.6, -2.2%, -9.8%
> Cc1ccccc1C(=O)Nc1nnc(S(=O)(=O)N2c3ccccc3CC2C)s1 (configuration not stated)
 : /, /, ?, /, -0.9, 15.2%, /
> N#Cc1ccc(C(=O)N[C@H]2[C@H](O)[C@H](O)C[C@@H]2c2cccnc2)cc1
 : i, 1.4%[88.5 µM], -7.1%[87.6 µM], -0.7%[174 µM], -0.8, -7.3%[87.6 µM], -1.7%[172 µM]
> CCCC(C)N1CC2(CCN(C(=O)c3csc(C(C)C)n3)CC2)OC1=O (configuration not stated)
 : -17.9%, i[11.5 µM], -9.3%, -10.7%, 4.7, -4.6%, 11.0%
> Cc1c(C(=O)NCc2ccc(Cl)cc2)sc2nc3n(c(=O)c12)CCC3
 : /, /, 13.2%, /, 22.2, -5.8%, /
> Cc1ncoc1C(=O)NC1CCc2nnc(C3CC3)n2CC1 (configuration not stated)
 : -16.8%, i, -14.1%, -8.8%, -4.1, 8.4%, -3.8%
> COc1ccc(C(=O)NCC(=O)N2CCCCCCNC(=O)CC2c2ccccc2)cc1F (configuration not stated)
 : i, i, -2.9%, -3.3%, -1.7, -24.2%, 6.0%
> Brc1ccc2nc(SCCOc3ccccc3)[nH]c2c1
 : /, /, 78.1%[activator], /, -32.4*, 8.6%, /
> COc1cccc(NC(=O)CCN2CCN(c3ccccc3)CC2)c1
 : /, /, ?, /, 4.1, -8.8%, /
> Cc1ccc(C2Cn3nnc(C(=O)N4CCN(C(=O)Cc5cccc(F)c5)CC4)c3CO2)cc1 (configuration not stated)
 : ?, 2.2%, ?, 2.9%, 5.7, -15.0%, -1.0%
> CCC(C(=O)NCCn1ccn2nc(-c3ccc(F)cc3)cc2c1=O)c1ccccc1 (configuration not stated)
 : 20µM*, 3.0%, -12.3%, ?, -5.5, -1.7%, ?
> CC(C)S(=O)(=O)CCNc1nccc(-c2cccnc2)n1
 : ?, 0.6%, ?, -19.3%, -3.5, 5.2%, 6.6%
> COCC1CN(C)CC12CCN(C1CCOCC1)CC2 (configuration not stated)
 : ?, i, 9.1%, -17.2%, -0.6, -2.3%, 2.8%
> O=C(O)c1ccc(C2CCCN(C(=O)CSCC3CC3)C2)cc1 (configuration not stated)
 : -22.5%, 2.1%, 7.5%, -14.1%, 6.4, 0.4%, 2.8%
> COc1ccc(-c2ccc(C(=O)Nc3cccc(F)c3)c(Cl)c2)nn1
 : ?, /, /, ?, -2.2, /, /
> Cc1ccc(CNC(=O)C2CCN(c3cc(C(F)(F)F)ncn3)CC2)cc1
 : ?, -7.9%, -10.3%, -24.2%, 15.7, -10.4%, 11.7%
> COc1ccc2[nH]c3c(c2c1)CCNC31CCN(C(=O)c2ccccn2)CC1
 : ?, i, ?, -22.5%, 1.7, -13.0%[12.5 µM], 3.6%
> COc1cccc(-c2ccc(CN3CCCC(NC(=O)Cc4ccccn4)C3)cc2)c1 (configuration not stated)
 : 39.8µM*, i, 17.7%, ?, -7.2, -16.5%, /
> CN1C(=O)CO[C@H](c2ccc(NC(=O)c3cccnc3)cc2)[C@H]1CO
 : i, -4.2%[88.5 µM], -20.0%[87.6 µM], 2.5%[174 µM], -7.8, 8.2%[87.6 µM], -1.5%[172 µM]
> CCN(CC)c1ccc(NC(=O)Cn2c(C)c3cnn(-c4ccccc4)c(=O)c3c2C)c(C)c1
 : /, /, 14.5%, /, -1.8, 0.1%, /
> Cc1cccn2c(=O)c3cc(C(=O)N(Cc4ccccc4)C(C)C)sc3nc12
 : /, /, -18.9%, /, 10.9, ?, /
> CN(C)CC(=O)N1Cc2ccccc2CC2(CCCN(C)C2)C1 (configuration not stated)
 : i, i, -19.4%, 1.6%, -11.7, -10.0%, /
> Cc1ccc(C2=NC3(CCN(C(=O)c4cc(F)ccc4F)CC3)ON2)cc1
 : ?, 3.4%, 4.0%, ?, -2.0, 1.7%, -24.2%
> O=C(N1CCC2(CC1)CC(N(Cc1ccccc1)C1CC1)CCO2)C1(c2ccccc2)CC1 (configuration not stated)
 : 39.8µM*, i, -24.6%, 44.7µM*, 11.7, ?, -15.7%
> Cc1cc(F)ccc1NC(=O)C1CCN(C(=O)c2cnn(-c3ccccc3)c2-n2cccc2)CC1
 : /, /, 15.0%, /, -13.9, 2.0%, /
> CC(C)c1ccc(CC(=O)N2CCCc3ncc(C(=O)N(C)Cc4ccccc4)cc32)cc1
 : ?, -27.9%, 7.1%, ?, 6.9, -4.5%, 4.4%
> CCOc1ccc(NC(=O)C2CCCN(S(=O)(=O)c3ccc4[nH]c(=O)ccc4c3)C2)cc1 (configuration not stated)
 : /, /, -27.6%, /, 7.9, -5.7%, /
> O=C1CCN(C(=O)[C@@H](Cc2ccccc2)NC(=O)c2ccoc2)CCOCCN1
 : -1.5%, -1.5%, 21.9%, -7.3%, -3.5, 1.3%, -1.5%
> Cn1ccnc1CN1C(=O)CO[C@H](c2ccc(NC(=O)c3ccc(F)c(Cl)c3)cc2)[C@H]1CO
 : -9.4%, 2.2%, 96.3%[activator], -16.5%, -2.2, 9.8%, ?
> CC(C)c1noc(CC2CCN(C(=O)Cc3ccc(F)cc3)CC2)n1
 : -19.0%, i, 17.7%, -42.1%, -25.7*, -15.5%, -17.5%
> CC(=O)c1ccc(Nc2nc3ccccc3nc2-n2nc(C)cc2C)cc1
 : /, /, -4.7%, /, 8.7, 8.2%, /
> CNC(=O)c1cc(C2CC2)nc2c1c(C1CCCN(C(=O)c3ccccc3Cl)C1)nn2C (configuration not stated)
 : -11.4%, /, /, -9.4%, -9.7, /, /
> CCc1ccc(S(=O)(=O)c2nnn3c2nc(Nc2ccc(C)c(Cl)c2)c2sccc23)cc1
 : /, /, -6.5%, /, 7.5, 2.6%, /
> COCCOCC1(CNC(=O)C2CCOCC2)C[C@@H](O)[C@@H](O)C1 (some centres not stated)
 : -20.9%[172 µM], 1.6%[88.5 µM], 0.8%[87.6 µM], -19.1%[138 µM], 6.9, 8.0%[87.6 µM], -14.1%[172 µM]
> Cc1ccc(NC(=O)CN2C(=O)CC(C)Sc3ccccc32)c(C)c1 (configuration not stated)
 : /, /, -11.6%, /, -13.0, 5.2%, /
> CC(=O)N1CCN(C(=O)c2nc3sccn3c2-c2ccccc2)CC1
 : 0.3%, 0.0%, 37.3%[activator], -2.4%, 2.5, 0.0%, /
> Cc1ccc(C)c(NC(=O)N2CCCC(c3noc(COc4ccccc4)n3)C2)c1 (configuration not stated)
 : ?, i, 2.8%, ?, 24.0, -18.5%[12.5 µM], ?
> COc1ccc(-c2nc3c(c(=O)[nH]2)CCN(C(=O)Cc2ccsc2)C3)cc1
 : -7.9%, i, 14.3%, ?, 5.6, ?, 7.5%
> COc1cccc(OC)c1CN1CC[C@@H]2CN(S(C)(=O)=O)[C@@H]2C1
 : 2.0%, -4.7%, -9.5%, -3.9%, 14.4, -10.0%[12.5 µM], 0.3%
> O=C(OC[C@@]1(O)CO[C@@H](O[C@H]2[C@H](Oc3ccc(O)cc3)O[C@H](CO)[C@@H](O)[C@@H]2O)[C@@H]1O)c1ccc(O)cc1
 : /, 2.1%[27.3 µM], /, /, 1.4, 4.7%[23.9 µM], /
> CC(=O)N1CCCc2cc(S(=O)(=O)N3CCC(C(=O)NCc4ccc(C)cc4)CC3)ccc21
 : /, /, -0.5%, /, -1.9, -0.3%, /
> CCCOc1cccc(C2c3c(oc4ccccc4c3=O)C(=O)N2c2nncs2)c1 (configuration not stated)
 : /, /, -29.1%, /, -2.0, 0.0%, /
> CC(=O)NCCC(=O)N1Cc2ccccc2CC2(CCCN2CCc2ccc(C)cc2)C1 (configuration not stated)
 : -22.6%, i, -6.1%, -1.0%, 0.3, -15.8%, /
> COc1ccc(C(=O)N2CCC3(CC2)NC(=O)N(Cc2ccccc2)C3=O)cc1OC
 : -11.1%, 3.4%, 29.6%, -10.6%, 40.5, 7.3%, 16.7%
> O=C(CCc1ccc(CC2CCN(Cc3c[nH]c4ccccc34)CC2)cc1)N1CCCC1
 : 35.5µM*, ?, -17.4%, 31.6µM*, 23.0, 6.0%, /
> CCNC(=O)c1ccc2c(c1)nc1n2CCCCC1
 : /, /, -29.4%, /, 22.0, 5.8%, /
> CCN(Cc1ccccc1)C(=O)CC1CCCCN(Cc2ccccc2)C1=O (configuration not stated)
 : ?, 0.1%, -3.4%, ?, 32.9, -11.3%, 3.7%
> O=C(NCCN[S+](=O)([O-])c1cccs1)c1ccc(-c2cncnc2)cc1
 : -7.3%, /, /, ?, -13.2, /, /
> Cc1cccc(C(=O)N2CC(CNC(=O)N3CCCC3)C3(CCOCC3)C2)c1 (configuration not stated)
 : 1.2%, i, -6.9%, i, 1.2, 10.1%, /

Profiles from above. Order of screens: HEK cytotox	GPT2 inh	SNCA expr inhib	NIH3T3 tox	IP6K1 inhibitor	HEK293 viab	Luciferase inh
`O=C(NCCN[S+](=O)([O-])c1cccs1)c1ccc(-c2cncnc2)cc1` in the list: -7.3%	/	/	?	-13.2	/	/
`CCCOc1cccc(C2c3c(oc4ccccc4c3=O)C(=O)N2c2nncs2)c1` (configuration not stated) in the list: /	/	-29.1%	/	-2.0	0.0%	/
